GDH-TPI inh – inhibits GDH-TPI coupling enzymes, artifact for Mtb FBA screen; GDH-TPI coupled enzyme counterscreen, NADH absorbance; inhibition, % at 4.8 µM; hit rate 1.2% among 360,000; in the data active means inhibition above about 30%;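 further: 0% = DMSO wells and 100% = wells lacking the enzyme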
PfHsp40 yeast – compounds rescuing yeast from Plasmodium falciparum HSP40 toxicity | growth rescue, % at 12.5 µM | S. cerevisiae expressing PfHsp40, growth rescue, ATP luminescence | hit rate 0.68% among 340,000; in the data active means growth rescue above about 28%, passing the limit was not always enough;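 further: yeast W303a lacking pdr1 and pdr3 grown in galactose medium; growth measured after three days at 30 °C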
Vc quorum ag – quorum light induction in luxS cqsA deficient V. cholerae; V. cholerae BH1578 lux reporter, luminescence, 6 h; activation, % at 18.7 µM; hit rate 0.16% among 350,000; in the data active means activation mostly above about 9.7%, no sharp cut-off; further: not every result past the cut was called active; inactives centre near 0; reference of the scale not given here
BioA inh – BioA (M. tuberculosis) enzyme inhibition; hit rate 0.096% among 360,000; purified M. tuberculosis BioA enzyme, plate reader; inhibition, % at 9.99 µM; in the data active means inhibition above about 40%
FBA Mtb inh – inhibits M. tuberculosis FBA enzyme | inhibition, % at 1 µM | P9WQA3 | AID 588726 | purified M. tuberculosis FBA, fluorescence read-out | hit rate 2.3% among 360,000; in the data active means inhibition above about 27%;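 further: 0% = vehicle and 100% = reference inhibitor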
TcdB inh – inhibitors of Clostridioides difficile toxin B glycohydrolase | TcdB glycohydrolase enzymatic assay, plate reader | inhibition, % at 9.99 µM | hit rate 0.24% among 350,000; in the data active means inhibition above about 10%
UGM FP inh – Mtb UDP-galactopyranose mutase inhibition; purified UGM, fluorescence polarization probe displacement; inhibition, % at 10 µM; hit rate 0.06% among 320,000; AID 504406; in the data active means inhibition above about 10%, passing the limit was not always enough
Yp Topo-I inh – blocks Yersinia pestis topoisomerase I activity; Y. pestis Topo-I cleavage product accumulation, plate reader; activity, % at 10 µM; hit rate 0.064% among 360,000; AID 504884; in the data active means activity above about 50%, passing the limit was not always enough; further: inactives centre near 2
FadD28 binding – blocks FadD28 binding to the bisubstrate probe | AID 588549 | inhibition, % at 12.5 µM | fluorescence polarization | hit rate 0.22% among 360,000; in the data active means inhibition above about 8.5%, passing the limit was not always enough
Numbers without * were called inactive; i = inactive; nt = not tested or not shown.

SMILES	GDH-TPI inh	PfHsp40 yeast	Vc quorum ag	BioA inh	FBA Mtb inh	TcdB inh	UGM FP inh	Yp Topo-I inh	FadD28 binding
Cc1ccc(O)c(NC2=C(Cl)C(=O)N(Cc3ccccc3)C2=O)c1	4	1.5	i	nt	-7	3.4	nt	5	-1.6
N#C/C(=C\c1ccc(C#N)cc1)C(=O)N1CCCC1	-1	-0.6	0.0	nt	3	nt	-0.2	3	-0.1
CCCCOc1ccc(N=Cc2ccc[nH]2)cc1	-3	0.9	i	-0.9	0	0.3	-0.1	1	-0.7
O=C(O)C(=O)/C(=C\c1ccccc1)c1ccc2ccccc2n1	14	1.5	nt	-5.5	21	1.6	-1.8	1	0.3
COC(=O)c1cccc(NC(=O)Nc2ccc(Cl)cc2Cl)c1	12	0.2	0.7	nt	0	-0.9	2.9	3	-0.6
COc1ccc(S(=O)(=O)NCc2cc(=O)n(C)c(=O)n2C)cc1C	-8	41*	-2.2	0.3	-6	0.1	-1.5	4	-2.7
O=C(Nc1cccc(C(=O)O)c1)/C(=C\c1ccco1)NC(=O)c1ccccc1	18	-0.1	-2.1	5.9	1	-0.9	-0.3	2	0.2
CN(C)C(CNC(=O)CCCc1c[nH]c2ccccc12)c1ccco1 (configuration not stated)	-4	0.6	-0.3	0.8	3	nt	-1.4	-3	-0.7
Cc1cc(Br)ccc1NC(=O)c1ccc(-n2cncn2)c([N+](=O)[O-])c1	1	-0.7	i	-1.9	2	2.2	0.7	0	-1.3
Cn1c2ccccc2c2ncn(Cc3ccco3)c(=O)c21	6	2.8	-1.0	1.1	18	nt	-1.3	13	-5.0
COc1ccc(CNCc2ccccc2[N+](=O)[O-])cc1OC	14	0.0	-0.7	-0.5	1	-0.2	0.6	-4	-1.0
Cc1ccc(-n2nnc3c(=O)n(Cc4ccccc4C)cnc32)cc1	-1	0.8	-0.4	-0.9	0	0.7	1.4	1	0.9
COc1ccccc1/C=N/Nc1nccnc1Cl	25	-0.3	1.0	-0.1	2	-0.9	1.3	10	1.0
COc1ccc(C(CNS(=O)(=O)c2ccc(NC(C)=O)c(OC)c2)N2CCCC2)cc1 (configuration not stated)	15	0.5	-0.6	0.7	-1	1.0	0.0	-4	-1.0
O=C(c1ccc2c(=O)n(C3CCCC3)c(=S)[nH]c2c1)N1CCc2ccccc21	-2	1.7	-0.3	-2.0	2	nt	-3.0	0	-1.3
O=[N+]([O-])c1cccc(S(=O)(=O)N2CCC(c3nc(-c4ccncc4)no3)CC2)c1	5	-0.9	i	-6.0	4	-3.6	-0.9	-10	2.2
Cc1ccc(NC(=S)NCCN(C2CCCCC2)C2CCCC2)cc1	-10	-0.1	-0.5	nt	-1	1.4	3.0	-3	-2.0
COc1cc(C(=O)NCCCc2ccccc2)cc(OC)c1OC	3	-1.4	0.0	0.7	0	1.3	-0.6	-2	-5.0
CCC(C)NC(=O)C1CCCN1S(=O)(=O)c1ccc(Cl)cc1 (configuration not stated)	0	-0.8	-0.6	-0.8	1	3.0	3.1	4	-2.9
Cc1cccc(NS(=O)(=O)c2cccc(C(=O)N3CCCCCC3)c2)c1	6	-0.6	-5.0	1.6	0	-1.6	0.0	-2	-4.6
CC(CC(=O)N1CCc2ccccc21)n1cccn1 (configuration not stated)	-7	0.4	-0.2	-0.5	-4	0.1	3.1	-10	-2.7
COC(=O)c1ccc(/C=C/C(=O)c2cccc(OC)c2)cc1	9	-0.1	-0.7	nt	-2	1.0	0.6	23	-1.0
CC(C)(C)OC(=O)NCC(=O)NCC(=O)OCc1ccccc1	1	-0.9	-0.4	nt	0	nt	2.4	-5	-3.7
O=C(Cc1ccccc1)NCCSC1CCCCC1	10	-1.0	i	-1.2	0	-0.1	-0.6	9	-0.8

Whole records from above. Values in the order: GDH-TPI inh, PfHsp40 yeast, Vc quorum ag, BioA inh, FBA Mtb inh, TcdB inh, UGM FP inh, Yp Topo-I inh, FadD28 binding
Cc1ccc(NC(=S)NCCN(C2CCCCC2)C2CCCC2)cc1 in the list: -10, -0.1, -0.5, nt, -1, 1.4, 3.0, -3, -2.0
Cc1ccc(O)c(NC2=C(Cl)C(=O)N(Cc3ccccc3)C2=O)c1 in the list: 4, 1.5, i, nt, -7, 3.4, nt, 5, -1.6
CCC(C)NC(=O)C1CCCN1S(=O)(=O)c1ccc(Cl)cc1 (configuration not stated) in the list: 0, -0.8, -0.6, -0.8, 1, 3.0, 3.1, 4, -2.9

Next section:
SMILES	GDH-TPI inh	PfHsp40 yeast	Vc quorum ag	BioA inh	FBA Mtb inh	TcdB inh	UGM FP inh	Yp Topo-I inh	FadD28 binding
Cc1ccnc(NC(=O)CNC(=O)c2sc3ccccc3c2Cl)c1	6	1.1	-4.0	-0.2	-2	1.5	-2.9	-2	-0.6
COC(=O)c1c(-c2ccc(SC)cc2)sc2ccccc12	4	-0.5	i	2.3	14	-0.1	-2.4	3	-1.4
CC(C)C(=O)Nc1ccc2c(c1)Cc1cc(NC(=O)C(C)C)ccc1-2	-7	-0.2	i	-0.9	-5	1.0	1.0	-18	-2.8
COc1cccc(C(=O)N2CCC2(C)C(=O)NC(C)C)c1 (configuration not stated)	2	nt	-0.4	0.0	3	0.8	nt	7	1.7
CC(C)(C)C(=O)N(Cc1nc2ccccc2c(=O)[nH]1)Cc1cccs1	9	8.1	i	-1.3	-1	nt	0.0	7	-1.2
N#CCc1ccc(NC(=O)Nc2cccc3ccccc23)cc1	1	-0.7	i	-0.5	7	nt	1.5	-3	-3.2
CN(CCc1ccccn1)C(=O)c1ccc(OC2CCN(Cc3ccccn3)CC2)cc1	0	-0.3	i	-0.9	3	-0.9	-0.5	9	0.5
Cc1cccc(N2C(=O)CC(N(O)c3ccccc3)C2=O)c1 (configuration not stated)	11	0.9	-0.4	nt	-2	nt	1.6	3	0.5
C/C=C/CSc1nc2c(c(=O)[nH]c(=O)n2C)n1CCC	12	7.3	i	2.4	0	nt	0.9	4	-2.2
COCCN(CCOC)Cc1cc(=O)oc2ccc3ccccc3c12	nt	nt	nt	0.7	5	3.0	nt	nt	-0.9
Cc1ccccc1Oc1nc2c(c(=O)n(C)c(=O)n2C)n1C	6	-0.6	0.5	0.3	1	0.1	1.7	-1	0.9
CCOc1ccc(C(=O)NCC2OCCc3ccccc32)cc1 (configuration not stated)	6	0.9	-0.8	-1.1	-2	nt	1.2	-7	-3.1
O=C(Nc1nnc(-c2ccc(F)cc2)o1)C1CCCN1S(=O)(=O)c1cccs1 (configuration not stated)	-1	-0.2	i	1.7	-2	6.5	0.8	5	-0.6
Cc1ccc(S(=O)(=O)c2nc(NCCCn3ccnc3)sc2Cl)cc1	-7	-1.2	i	2.7	0	nt	0.3	6	-4.3
Cc1cccc(N2CCN(C(=O)C3COc4ccccc4O3)CC2)c1C (configuration not stated)	0	206*	i	nt	-2	0.9	3.4	27	-1.4
O=C(O)c1ccc(-c2ccco2)n1Cc1ccccc1	8	1.3	i	-0.2	0	nt	-2.6	-5	-1.1
Clc1ncn(CCOc2ccccc2)c1Cl	2	-0.1	-0.3	nt	-1	1.6	-4.2	8	-2.4
Cn1cccc1CC(=O)NNC(=S)Nc1ccccc1Cl	15	0.1	-1.6	-1.2	-5	1.2	1.2	1	1.3
NC(=O)CS(=O)(=O)c1ccc(Cl)cc1	2	-0.4	i	nt	0	-1.0	-0.7	-3	1.6
Oc1ccc2ccccc2c1C=NCc1ccccc1	6	3.4	-0.5	nt	2	0.5	1.0	-2	-1.6
Cc1ccc(S(=O)(=O)C2(C(=O)N3CCCCCC3)CC2)cc1	10	-0.6	-2.5	nt	3	nt	2.5	2	-0.1
COC(=O)CNC(=O)C12CC3(C)CC(C)(CC(C)(C3)C1)C2	-3	-0.1	6.2	0.1	0	nt	-1.7	1	-2.6
CCOc1ccc(CN2CCNC(=O)C2CC(=O)OC)cc1 (configuration not stated)	10	0.5	-0.2	-0.5	1	-0.6	-0.8	-8	-0.4
Cc1ccc(NC(=O)CN2C(=O)S/C(=C\c3ccc(OCC(=O)O)c(Br)c3)C2=O)cc1	-2	-0.1	i	1.0	0	-0.6	1.1	2	0.4
CC(=O)Nc1cc(C(C)C)c(O)c(C(C)C)c1	5	1.0	i	-1.4	-2	nt	-1.1	-5	-0.9
COCCCN1C(=O)C(CC(=O)NCCc2ccccn2)CC(C(=O)N(C(C)C)C(C)C)=C1C (configuration not stated)	nt	nt	nt	-3.5	1	1.2	nt	nt	-0.2
Cn1cnnc1SCC(=O)c1ccc2c(c1)OCCO2	10	-0.6	4.4	nt	0	nt	-1.9	5	0.3
Cc1ccccc1NC(=O)NCc1ccccn1	2	-1.5	-0.2	-0.5	0	0.8	-2.7	8	-1.4
O=C(COc1ccccc1O)NC1CCCC1	1	0.5	1.7	-1.3	0	2.3	nt	3	-1.7
Cc1ccc(-c2nn(-c3ccccc3)cc2/C=C/C(=O)Nc2cccc(S(N)(=O)=O)c2)cc1	16	2.7	i	nt	2	-0.6	0.0	18	1.7
COc1ccc(OC)c(NC(=O)C2CCCN(S(=O)(=O)c3cccc4nonc34)C2)c1 (configuration not stated)	13	0.2	1.1	nt	0	0.6	-1.4	0	-3.3
CN(C(=O)c1cccc(NC(=O)Cc2cccc([N+](=O)[O-])c2)c1)C1CC1	-7	1.7	-0.3	-0.8	0	0.7	-4.2	-9	-1.2
O=S(=O)(c1cccs1)N1CCN(c2ccccc2F)CC1	3	0.5	-0.4	nt	-1	-0.5	-1.6	17	-0.6
CCCCn1c(N)c(N(CCOC)C(=O)CCNC(=O)NC23CC4CC(CC(C4)C2)C3)c(=O)[nH]c1=O	2	-0.6	-0.6	1.1	-3	1.7	nt	6	-0.5
O=C(CN1CCN(Cc2ccc3c(c2)OCO3)CC1)Nc1cc(S(=O)(=O)N2CCCC2)ccc1Cl	2	0.6	-0.5	nt	0	-0.1	0.2	-4	-0.6
O=C1C=C(Nc2ccc(Cl)cc2)CC(c2ccco2)C1 (configuration not stated)	7	-0.3	i	1.0	0	nt	0.4	-4	-2.3

2 entries from above, bar-delimited:
Structure | GDH-TPI inh | PfHsp40 yeast | Vc quorum ag | BioA inh | FBA Mtb inh | TcdB inh | UGM FP inh | Yp Topo-I inh | FadD28 binding
O=S(=O)(c1cccs1)N1CCN(c2ccccc2F)CC1 | 3 | 0.5 | -0.4 | nt | -1 | -0.5 | -1.6 | 17 | -0.6
CCCCn1c(N)c(N(CCOC)C(=O)CCNC(=O)NC23CC4CC(CC(C4)C2)C3)c(=O)[nH]c1=O | 2 | -0.6 | -0.6 | 1.1 | -3 | 1.7 | nt | 6 | -0.5

(more compounds)
SMILES	GDH-TPI inh	PfHsp40 yeast	Vc quorum ag	BioA inh	FBA Mtb inh	TcdB inh	UGM FP inh	Yp Topo-I inh	FadD28 binding
c1coc(-c2ccnc3nc(-n4cccc4)nn23)c1	4	1.3	-0.5	nt	3	0.9	-0.3	5	-7.1
CCn1ccnc1CNC(=O)C1CCC(=O)N(Cc2ccccc2F)C1 (configuration not stated)	0	-0.4	-1.6	0.0	7	0.8	-2.8	12	2.7
O=C(c1ccco1)N1N=C(c2ccc(Cl)cc2)CC1c1ccco1 (configuration not stated)	22	-0.1	7.1	0.6	5	-0.1	0.5	0	-0.1
COc1ccc(CC2CCOC2=O)cc1 (configuration not stated)	-2	-0.6	6.6	-0.8	-5	nt	-0.4	-3	-2.1
O=C1NCN(c2ccccc2)C12CCN(C(c1nnnn1Cc1ccccc1)C1CC1)CC2 (configuration not stated)	nt	nt	nt	-0.8	3	1.1	nt	nt	-2.7
COc1ccc(NC(=O)N2CCC(c3nc4ccccc4[nH]3)CC2)cc1	4	6.4	-0.3	nt	-1	1.2	1.6	5	-4.5
CCOC(=O)c1cnc2nc(C)nn2c1N	7	-1.0	-0.3	nt	1	nt	-0.7	12	0.1
CNC(=O)c1c(O)c2cccc3c2n(c1=O)CC3	-11	5.3	-0.3	nt	3	nt	-0.8	1	-0.6
CCCC[C@H]1COCCS(=O)(=O)N1Cc1cccc(Cl)c1	-5	0.3	1.2	-0.2	1	2.9	0.1	7	-3.6
COc1ccc(-c2cc(C(=O)N3CCN(c4ccccn4)CC3)c3ccccc3n2)cc1	22	0.7	-0.3	-1.3	10	nt	0.4	15	-0.8
O=C(CCNC(=O)c1ccccc1)N/N=C/c1ccc([N+](=O)[O-])cc1	10	-0.2	i	nt	2	1.3	-1.4	0	-2.4
Cc1cc(/C=C2/NC(=S)NC2=O)c(C)n1-c1cccnc1	25	22	i	nt	-4	0.4	-0.9	8	1.8
Cc1ccc(/C=C(\C#N)C(=O)NCCN2CCOCC2)cc1	14	nt	-0.4	nt	-3	0.7	-0.3	7	-3.0
CCOc1cc(N2CCOCC2)c(OCC)cc1NC(=S)NCCCOC	6	0.1	-1.0	nt	-1	-34	1.7	-2	0.2

High-throughput results deposited in PubChem BioAssay by several laboratories.
